Compound activity as filed in PubChem BioAssay.
NCOA1 inh = inhibits human SRC1 coactivator; AID 588354; actives 0.12% (n = 360,000); inhibition, % at 3.6 µM; HEK293 GAL4-SRC1 luciferase reporter, luminescence; Q15788;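 active = inhibition above the campaign mean plus 3 SD, with each screening campaign given its own cutoff, cut at about 60% in these data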;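 note: 0% = DMSO treated cells and 100% = gossypol at 36 µM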
Target sequence (Q15788 whole entry, looked up, the tested form may be a part): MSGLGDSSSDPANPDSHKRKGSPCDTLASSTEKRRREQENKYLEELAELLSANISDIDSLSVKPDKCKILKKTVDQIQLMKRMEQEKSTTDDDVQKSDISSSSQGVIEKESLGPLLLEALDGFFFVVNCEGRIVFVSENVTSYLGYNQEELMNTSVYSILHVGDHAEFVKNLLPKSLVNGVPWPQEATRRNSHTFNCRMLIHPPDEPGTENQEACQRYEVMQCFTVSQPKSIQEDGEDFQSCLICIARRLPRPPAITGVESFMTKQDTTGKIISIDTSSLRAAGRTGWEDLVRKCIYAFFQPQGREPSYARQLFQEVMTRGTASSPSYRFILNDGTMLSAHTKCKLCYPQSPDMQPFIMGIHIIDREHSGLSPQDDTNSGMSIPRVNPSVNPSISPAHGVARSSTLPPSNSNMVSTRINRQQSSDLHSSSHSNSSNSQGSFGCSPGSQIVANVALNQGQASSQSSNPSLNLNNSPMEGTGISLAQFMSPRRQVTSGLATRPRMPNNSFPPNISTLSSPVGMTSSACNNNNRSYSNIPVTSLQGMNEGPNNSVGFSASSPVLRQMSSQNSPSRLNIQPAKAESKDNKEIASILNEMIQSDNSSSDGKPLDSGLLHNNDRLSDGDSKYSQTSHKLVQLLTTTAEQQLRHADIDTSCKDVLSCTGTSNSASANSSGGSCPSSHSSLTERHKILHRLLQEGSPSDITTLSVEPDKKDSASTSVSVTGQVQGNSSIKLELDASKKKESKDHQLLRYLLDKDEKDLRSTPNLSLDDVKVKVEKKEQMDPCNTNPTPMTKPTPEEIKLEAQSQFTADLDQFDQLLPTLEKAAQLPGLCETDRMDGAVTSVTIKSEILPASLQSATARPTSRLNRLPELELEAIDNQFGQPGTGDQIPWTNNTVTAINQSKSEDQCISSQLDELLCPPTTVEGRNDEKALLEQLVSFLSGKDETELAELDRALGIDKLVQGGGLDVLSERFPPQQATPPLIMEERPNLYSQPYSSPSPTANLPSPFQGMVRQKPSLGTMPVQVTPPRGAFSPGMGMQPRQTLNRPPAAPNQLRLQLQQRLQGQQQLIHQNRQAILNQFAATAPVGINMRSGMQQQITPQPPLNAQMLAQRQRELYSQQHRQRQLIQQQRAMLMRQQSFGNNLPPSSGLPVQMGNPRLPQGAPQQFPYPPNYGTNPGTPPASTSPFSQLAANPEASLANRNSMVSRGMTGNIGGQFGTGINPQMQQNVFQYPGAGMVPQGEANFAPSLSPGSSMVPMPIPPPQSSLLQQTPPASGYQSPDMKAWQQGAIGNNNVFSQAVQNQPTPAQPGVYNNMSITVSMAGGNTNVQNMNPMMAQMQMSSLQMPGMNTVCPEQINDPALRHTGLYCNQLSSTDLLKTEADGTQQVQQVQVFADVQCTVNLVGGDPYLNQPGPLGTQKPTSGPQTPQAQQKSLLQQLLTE
NOD2 RIPK2 PPI = inhibitors of human NOD2-RIPK2 interaction; O43353; CHO BLA complementation NOD2-RIPK2, CCF4 ratio; inhibition, % at 4.98 µM; actives 0.38% (n = 360,000); in the data active = inhibition above about 21%;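 note: 0% = vehicle only and 100% = reference blocker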
TRAIL sens C8 = sensitizes caspase-8 expressing cells to TRAIL; NB7+C8 cells + TRAIL, ATPlite viability luminescence; actives 1% (n = 360,000); inhibition (viability loss, TRAIL sensitization), % at 10 µM;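 active = compounds causing at least 50% loss of cell viability in the single-dose screen, relative to plate controls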
SRC3 inh = inhibits human SRC3 coactivator; actives 0.17% (n = 360,000); Q9Y6Q9; inhibition, % at 3.6 µM; HEK293 GAL4-SRC3 luciferase reporter, luminescence; AID 588352;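 active = inhibition above a per-campaign cutoff, the mean of all compounds plus 3 SD, cut at about 60% in these data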;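 note: 0% = DMSO-treated cells and 100% = gossypol-treated cells at 36 µM; higher means less SRC3-driven luciferase light from the GAL4 reporter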
NCOA2 inhibitor = human SRC2 (NCOA2) inhibition; HEK293 GAL4-SRC2 luciferase reporter, luminescence; actives 0.17% (n = 370,000); Q15596; inhibition, % at 9 µM; AID 651957;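 active = inhibition above the mean inhibition of all tested compounds plus 3 SD, set per campaign, cut at about 52% in these data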;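 note: 0% = DMSO treated cells and 100% = cells given Gossypol at 36 µM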
LMP1 NFkB inh = Epstein-Barr LMP1 NF-kappaB reporter inhibition. inhibition, % at 12.5 µM. LMP1-induced NF-kappaB luciferase reporter cells, luminescence. actives 0.69% (n = 350,000); in the data active = inhibition above about 41%;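 note: 0% = neutral control wells and 100% = reference inhibitor control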
LRH-1 inv ag = NR5A2 inverse agonism in reporter assay; O00482; HEK293T StAR-luciferase reporter, LRH-1 transfected, 24 h; inhibition, % at 3.6 µM; actives 0.13% (n = 360,000); AID 602396;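 active = inhibition above the mean inhibition of all tested compounds plus 3 SD, cut at about 73% in these data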;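 note: 0% = DMSO wells and 100% = reporter-only cells lacking LRH-1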
TROY NFkB inh = TROY signaling inhibition | Q293 LMP1-TROYcd NF-kB luciferase reporter, 4 h | inhibition, % at 10 µM | actives 0.98% (n = 360,000) | AID 1347056;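 active = compounds whose plate-normalised and pattern-corrected inhibition of the luciferase reporter signal at the single screening dose is 50% or more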
TLR9-MyD88 block = TLR9-MyD88 interaction inhibition. Q9NR96+Q99836. CHO BLA complementation TLR9-MyD88, CCF4 FRET ratio. actives 0.21% (n = 340,000). AID 504734. inhibition, % at 4.98 µM;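 active = inhibition above the mean over all tested compounds plus 3 SD, cut at about 21% in these data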;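 note: 0% = DMSO only wells and 100% = clavulanate BLA inhibitor control wells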
Vif imaging = inhibitors of HIV Vif. inhibition, % at 7.49 µM. HEK293T cells, Vif self-association by quenched fluorescence, imaging, 24 h. actives 0.35% (n = 340,000). AID 602346; in the data active = inhibition above about 50%, passing the limit was not always enough; note: some results filed as inactive read as strong as hits
NR2F2 inh = blocks human COUP-TFII nuclear receptor | P24468 | HEK293T NGFI-A luciferase reporter, luminescence | inhibition, % at 8.6 µM | actives 0.7% (n = 370,000);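 active = inhibition above a per-plate cutoff, mean inhibition of test wells between control levels plus 3 SD, cut at about 38% in these data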;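 note: cells cotransfected with COUP-TFII expression vector driving the NGFI-A reporter; 0% = median of COUP-TF2 test wells and 100% = reporter-only cells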
Numbers without * were called inactive; nt = not tested or not shown. Not all compounds are listed, so the mix of outcomes need not match the whole.

Abbreviations: A = NCOA1 inh; B = NOD2 RIPK2 PPI; C = TRAIL sens C8; D = SRC3 inh; E = NCOA2 inhibitor; F = LMP1 NFkB inh; G = LRH-1 inv ag; H = TROY NFkB inh; I = TLR9-MyD88 block; J = Vif imaging; K = NR2F2 inh
1: CC1CC(=O)Nc2ccccc2N1C(=O)COc1ccc2ccccc2c1 (stereo not drawn)
  A: -3; B: 0; C: -8; D: -4; E: -12; F: -1; G: 5; H: -11; I: -2; J: 20; K: -8

2: COCCn1c(SCC(=O)Nc2cccnc2Cl)nc2cc(Cl)ccc2c1=O
  A: 5; B: -16; C: -21; D: 2; E: -1; F: 1; G: 10; H: -5; I: 4; J: -1; K: -2

3: CC(=O)CC(=O)Nc1ccc(C(N)=O)cc1
  A: -6; B: 0; C: 5; D: 15; E: -12; F: -8; G: 2; H: -9; I: -2; J: 4; K: -10

4: CCOC(=O)c1oc2ccc(S(=O)(=O)n3nc(-c4ccc(OC)cc4)cc3N)cc2c1C
  A: -5; B: 6; C: 18; D: -10; E: 5; F: 14; G: -13; H: 13; I: 2; J: -16; K: 6

5: CC(C)[C@H](Nc1ncnc2c1oc1ccccc12)C(=O)O
  A: 0; B: -4; C: 5; D: 3; E: -19; F: -10; G: 13; H: -12; I: 4; J: 7; K: 13

6: CCN(CC(=O)N1CCCC1)S(=O)(=O)c1ccccc1
  A: -1; B: 2; C: -6; D: 6; E: 0; F: 1; G: -12; H: -3; I: -5; J: -4; K: 8

7: CCCCNC(=S)NNC(=O)c1nn(C)cc1Cl
  A: 0; B: 4; C: -5; D: 4; E: -29; F: 3; G: -8; H: 3; I: -7; J: 0; K: 6

8: O=C(c1ccco1)[C@@H]1[C@@H]2C(=O)N(c3ccc(F)cc3)C(=O)[C@@H]2[C@H]2C=Cc3ccccc3N21
  A: -6; B: 6; C: 2; D: -6; E: -7; F: -7; G: -7; H: -29; I: -3; J: -1; K: 13

9: CN(Cc1ccccc1)C(=O)COc1ccccc1Cl
  A: -10; B: -19; C: 2; D: -7; E: 12; F: -5; G: 8; H: -2; I: -9; J: 9; K: 12

10: Cn1c(O)c(N=NC(=O)c2cccc(S(=O)(=O)N3CCCCC3)c2)c2ccccc21
  A: -13; B: -11; C: -2; D: -1; E: -18; F: 3; G: -17; H: 9; I: -1; J: 3; K: 3

11: O=C(NCc1cccc(C(F)(F)F)c1)c1ccc2c(c1)OCCO2
  A: 4; B: -13; C: -6; D: -3; E: -2; F: -7; G: -5; H: -19; I: -16; J: -18; K: 0

12: CCN1C(=NCCc2c[nH]c3ccccc23)N[C@@H](c2ccccc2)[C@H](C(=O)OC)[C@H]1C
  A: -10; B: -26; C: 6; D: -7; E: 4; F: -28; G: 20; H: 0; I: -9; J: 3; K: -1

13: O=C(c1ccc(S(=O)(=O)Nc2cccc(C(F)(F)F)c2)cc1)N1CCOCC1
  A: 2; B: -7; C: 1; D: 9; E: 7; F: 7; G: 10; H: -15; I: 2; J: -24; K: 8

14: CCN(Cc1ccccc1)C(=O)c1ccc(NC(=O)c2ccc(OC)cc2)cc1
  A: 16; B: -15; C: 16; D: 6; E: 9; F: 2; G: -10; H: 9; I: 5; J: -8; K: 17

15: N#Cc1c(NC(=O)CCCl)sc2c1CCCCC2
  A: 0; B: -5; C: 18; D: -8; E: 11; F: -18; G: -19; H: -37; I: -13; J: -7; K: -11

16: O=C1c2cccc3c([N+](=O)[O-])ccc(c23)C(=O)N1Cc1cccnc1
  A: 6; B: 78*; C: 2; D: 1; E: -8; F: 3; G: 4; H: 64*; I: 66*; J: nt; K: -17

17: Cc1ccc(CCNC(=O)C2CCC(=O)N(Cc3cccc(F)c3)C2)cc1 (stereo not drawn)
  A: 1; B: 5; C: -6; D: 3; E: 5; F: 2; G: 2; H: -26; I: -8; J: -4; K: 15

18: COc1ccc(-c2noc(CCC(=O)NC3CCCC3)n2)cc1
  A: -12; B: 0; C: 7; D: 0; E: -13; F: 5; G: -2; H: -4; I: 2; J: 8; K: 2

19: Cc1ccc(C(=O)N2CCCC(CCC(=O)N3CCN(c4ccccn4)CC3)C2)cn1 (stereo not drawn)
  A: 1; B: 1; C: -11; D: 8; E: 2; F: 3; G: -15; H: -7; I: -7; J: 7; K: 9

20: CCOc1ccc(NC(=O)CCCn2nc(C)c3c(C)n(-c4ccccc4)nc3c2=O)cc1
  A: 0; B: 14; C: -10; D: -8; E: -4; F: -3; G: 7; H: -15; I: -1; J: -3; K: -8

21: O=C(CSc1ccc([N+](=O)[O-])cn1)Nc1ccc(N2CCOCC2)c(Cl)c1
  A: 4; B: -1; C: -1; D: 21; E: 7; F: -1; G: 27; H: -5; I: 6; J: -1; K: 5

22: O=C(COC(=O)Cn1nnc(-c2ccccc2)n1)Nc1ccccc1Br
  A: -7; B: -9; C: -19; D: -1; E: 22; F: 1; G: 12; H: -6; I: -4; J: -1; K: 3

23: Cc1ccc(OCCCC(=O)NC(C)c2ccccc2)c(C)c1 (stereo not drawn)
  A: 9; B: 7; C: -21; D: 10; E: -59; F: -6; G: 5; H: -19; I: -9; J: 2; K: -1

24: COC(=O)C1=C(C)N=C2SCCC(=O)N2C1/C=C/c1ccccc1 (stereo not drawn)
  A: 1; B: 4; C: 3; D: 12; E: 13; F: -1; G: 3; H: 0; I: -6; J: nt; K: 15

25: N#C/C(=C\c1ccccc1)C(=O)NCc1ccc(F)cc1
  A: 6; B: 3; C: -3; D: 8; E: -3; F: -2; G: -12; H: 1; I: 3; J: -7; K: -11

26: CCCCN(CCCC)CCNC(=O)c1ccc2nc(-c3ccccc3NC(C)=O)c(=O)[nH]c2c1
  A: 12; B: -5; C: -2; D: -13; E: 0; F: -14; G: -24; H: -7; I: 5; J: 3; K: -3

27: O=C(/C=C/c1cccc([N+](=O)[O-])c1)NC1CC2CCC1C2 (stereo not drawn)
  A: -8; B: -5; C: 0; D: -10; E: -23; F: -8; G: 2; H: 8; I: -2; J: 3; K: -5

28: O=C(CNC(=O)c1cccs1)OCc1c(F)cccc1Cl
  A: -5; B: -7; C: -11; D: -12; E: -19; F: -9; G: -15; H: -20; I: 0; J: 8; K: -2

29: C#CCOCCOCCOCCNc1nc(N2CCN(C(=O)[C@H](CCC(=O)O)n3cc(CN)nn3)CC2)nc(N2CCN(C(=O)[C@H](CCCCN)n3cc([C@@H](N)CC(N)=O)nn3)CC2)n1
  A: 4; B: -10; C: -11; D: -17; E: 7; F: 1; G: 7; H: 4; I: -5; J: nt; K: -11

30: CCOC(=O)c1ccc(N/C=C\C(=O)c2cccc(OC)c2)cc1
  A: -61; B: -6; C: 11; D: -37; E: -27; F: -23; G: -41; H: 10; I: -5; J: -6; K: -22

An excerpt of these results, bar-delimited.
No. | molecule | NCOA1 inh | NOD2 RIPK2 PPI | TRAIL sens C8 | SRC3 inh | NCOA2 inhibitor | LMP1 NFkB inh | LRH-1 inv ag | TROY NFkB inh | TLR9-MyD88 block | Vif imaging | NR2F2 inh
21 | O=C(CSc1ccc([N+](=O)[O-])cn1)Nc1ccc(N2CCOCC2)c(Cl)c1 | 4 | -1 | -1 | 21 | 7 | -1 | 27 | -5 | 6 | -1 | 5
22 | O=C(COC(=O)Cn1nnc(-c2ccccc2)n1)Nc1ccccc1Br | -7 | -9 | -19 | -1 | 22 | 1 | 12 | -6 | -4 | -1 | 3
23 | Cc1ccc(OCCCC(=O)NC(C)c2ccccc2)c(C)c1 (stereo not drawn) | 9 | 7 | -21 | 10 | -59 | -6 | 5 | -19 | -9 | 2 | -1

(more compounds)
Abbreviations: A = NCOA1 inh; B = NOD2 RIPK2 PPI; C = TRAIL sens C8; D = SRC3 inh; E = NCOA2 inhibitor; F = LMP1 NFkB inh; G = LRH-1 inv ag; H = TROY NFkB inh; I = TLR9-MyD88 block; J = Vif imaging; K = NR2F2 inh
31: COc1ccc(NC(=O)C2=C(C)C(=O)OC23CCC(C)CC3)cc1Cl (stereo not drawn)
  A: -14; B: 6; C: -26; D: -5; E: -35; F: -10; G: -10; H: -14; I: -4; J: -2; K: -12

32: CCOc1ccc(-n2c(Cc3cc(=O)[nH]c(=O)[nH]3)nnc2SCC)cc1
  A: 10; B: 2; C: 1; D: 2; E: -4; F: -4; G: 1; H: 9; I: 2; J: 1; K: -8

33: CN(C)/C=C(\C=O)c1ncc(C(F)(F)F)cc1Cl
  A: -7; B: 8; C: -3; D: 16; E: -13; F: -6; G: 2; H: 6; I: -2; J: -2; K: -18

34: O=C1CCc2cc(S(=O)(=O)Nc3ccccc3)ccc2N1
  A: -3; B: -15; C: -1; D: 12; E: 10; F: 3; G: 19; H: -1; I: 2; J: 9; K: 12

35: COCC1CCN(Cc2nc(COc3ccccc3)no2)C1 (stereo not drawn)
  A: -6; B: -5; C: -7; D: 11; E: -24; F: 5; G: 4; H: 8; I: -14; J: 3; K: -15

36: C=C(C)CN(CC)CCC(=O)Nc1ccc(OC)cc1OC
  A: -10; B: -6; C: 6; D: -1; E: -4; F: -2; G: 2; H: -4; I: 0; J: 27; K: 33

37: CCOC(=O)c1c(N2C(=O)Nc3ccccc3N2O)sc2c1CCCC2
  A: -47; B: -1; C: -8; D: 5; E: 5; F: -2; G: -7; H: 12; I: 4; J: 0; K: -12

38: CSC1=NCCN1S(=O)(=O)c1ccc(NC(C)=O)cc1
  A: 8; B: -17; C: -2; D: 12; E: 23; F: -35; G: 17; H: 2; I: 0; J: 2; K: 18

39: COc1ccccc1N(CC(=O)NCc1cccnc1)S(C)(=O)=O
  A: 0; B: 4; C: -16; D: 10; E: -24; F: 2; G: 10; H: -11; I: -8; J: 0; K: 7

40: COC(=O)[C@H]1C[C@H]2[C@@H]3CC[C@H]4C[C@@H](OC)CC[C@]4(C)[C@H]3CC[C@]2(C)[C@@]2(CCCO2)O1
  A: -15; B: 0; C: -20; D: -6; E: 14; F: 3; G: -6; H: -7; I: 1; J: -5; K: 9

41: CCOC(=O)[C@H]1[C@H]2COc3ccc(Br)cc3[C@@H]2N2C(=O)c3ccc(F)cc3NC(=O)[C@@]12C
  A: -1; B: 18; C: -9; D: 5; E: 12; F: 14; G: -16; H: 9; I: -4; J: 9; K: 7

42: O=C(NC1CCCC1)C(c1ccc(F)cc1)N(Cc1ccc(F)cc1)C(=O)CCl (stereo not drawn)
  A: -2; B: -12; C: 2; D: 2; E: -9; F: -1; G: 6; H: -12; I: -1; J: -1; K: 17

43: CC1Cc2ccccc2N1C(=O)CSc1nnc2c(n1)[nH]c1ccc(F)cc12 (stereo not drawn)
  A: -10; B: -4; C: 0; D: 5; E: 17; F: 7; G: 6; H: 21; I: -4; J: nt; K: 10

44: COc1ccc(N2C(=O)CC(n3c(CCCCO)nc4ccccc43)C2=O)cc1 (stereo not drawn)
  A: -10; B: 7; C: 9; D: -2; E: -12; F: -1; G: 6; H: 34; I: 2; J: 2; K: -3
